KB-V1 cytotox – qHTS assay for MDR1-selective chemotherapeutics: Primary screen using the drug-selected MDR subline cells KB-V1. KB-V1 MDR cells viability, CellTiter-Glo, 72 h. Potency, µM (doses to about 46.1 µM), for inactives: at the top dose activity change, negative = cytotoxicity, most hits filed as cytotoxic. hit rate 3.4% among 400,000. AID 1347076, 2019; note: nearly all actives have a fitted effect of over 60% in size
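Cells of the MDR subline KB-V1 are plated, dosed with compound at multiple concentrations, and incubated 72 h at 37 degrees C; CellTiter-Glo is then added and luminescence read after 10 min.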
KB-3-1 tox – qHTS assay for MDR1-selective chemotherapeutics: Primary screen using the parental adenocarcinoma cell KB-3-1; KB-3-1 viability, CellTiter-Glo ATP luminescence, 72 h; Potency, µM (top dose mostly 46.1 µM), for the others: top-dose activity change, negative = cytotoxic, hits mostly cytotoxic; hit rate 1.4% among 400,000; AID 1347075, 2019; note: nearly all actives have a fitted effect of over 60% in size
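Parental KB-3-1 adenocarcinoma cells in phenol-red-free DMEM with 10% FBS were pin-treated with compounds at several concentrations, incubated 72 h at 37 °C, and viability read by CellTiter-Glo luminescence; concentration-effect curves were fitted after normalization.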
The depositor's hits bear a star; u = inconclusive; & = joins results of further samples. Calls come from the whole dose curve; as a rule, active = well fitted cell-killing curve with a large enough effect; inconclusive = small, poorly fitted or top-dose-only effect, or effect the other way; inactive = flat fitted curve, though single readings scatter. % is set by controls: 0 for no effect and ±100 for the full control effect; potency is the fitted concentration of half-maximal effect.

entry	structure	KB-3-1 tox	KB-V1 cytotox
1	COc1cccc(-c2nc(CS(=O)(=O)CC(=O)Nc3c(C)cc(C)cc3C)c(C)o2)c1	-2%	-3%
2	CC(C)(C)OC(=O)N1CCC(c2c(C(=O)N3CCCCC3)cnn2-c2ccccc2Cl)CC1	8%	18%
3	COc1cccc(CNc2ncnc3nc[nH]c23)c1	-2%&11%	u
4	Cc1ccc(Cl)cc1NC(=O)C(=O)NCC(c1cccnc1)N1CCc2ccccc21 (stereo not given)	-17%	u
5	CCOc1ccc(NC(=O)CCS(=O)(=O)c2ccc3nc(C)sc3c2)cc1	3%	-8%
6	COc1ccc[n+](CC(=O)c2ccc(F)cc2)c1	u	11%
7	O=S(=O)(c1ccc(Cl)cc1)N1CCOCC1	46%	0%
8	CS(=O)(=O)c1ccc(C(=O)OCC(=O)N2CC(=O)Nc3ccccc32)cc1[N+](=O)[O-]	u	21%
9	O=C(CSc1nncn2c1cc1occc12)Nc1ccc(F)c(Cl)c1	2%	21%
10	CCc1cccc(NC(=O)CCS(=O)(=O)c2ccc(C)cc2)c1	5%	12%
11	Cc1ccc(Nc2sc(C(=O)c3ccccc3)c(N)c2S(=O)(=O)c2ccccc2)cc1Cl	-26%	-14%
12	COC(=O)c1ccccc1NC(=O)CCCn1nc(C)c2sc3ccccc3c2c1=O	0%	2%
13	Clc1ccc2c(ccc[n+]2CCC2CCCCC2)c1	-7%	0%
14	Cc1c(C)c(C)c(/C=C/c2ccnc3ccccc23)c(C)c1C	-2%	0%
15	Cc1ccc(CSCc2ccc(C(=O)NCCc3ccc(Cl)cc3)o2)cc1	1%	-19%
16	C=C1Nc2ccccc2C(=O)N1c1ccc(C(=O)N2CCN(C(=O)c3ccco3)CC2)cc1	u	0%
17	COc1ccc(C(=O)C[n+]2cccc3cccc(O)c32)cc1	8%	-3%
18	Cc1cc(C)c2c(=O)nc(SCc3ccccc3C)n(C3CC3)c2n1	15%	5%
19	CC(C)(C)CC(C)(C)N=C1Nc2ccccc2N[C@]12C[C@H]1CCCC(=O)N3CC[C@@H](C2)[C@@H]13	-12%	u
20	Cc1cc(C)c(NC(=O)C(C)n2nc(C)c3sc4ccccc4c3c2=O)c(C)c1 (stereo not given)	0%	u

Three compounds picked at random from those above, as already listed:
entry	structure	KB-3-1 tox	KB-V1 cytotox
14	Cc1c(C)c(C)c(/C=C/c2ccnc3ccccc23)c(C)c1C	-2%	0%
18	Cc1cc(C)c2c(=O)nc(SCc3ccccc3C)n(C3CC3)c2n1	15%	5%
11	Cc1ccc(Nc2sc(C(=O)c3ccccc3)c(N)c2S(=O)(=O)c2ccccc2)cc1Cl	-26%	-14%

New compounds follow:
entry	structure	KB-3-1 tox	KB-V1 cytotox
21	Cc1ccc(S(=O)(=O)N2CCN(c3nc(-c4cccs4)nc4ncccc34)CC2)cc1	u	0%
22	Cc1nc([N+](=O)[O-])cn1CC(=O)c1ccc2c(c1)OCCCO2	0%	2%
23	Cc1cc(-c2ccc(S(=O)(=O)Nc3ccccc3F)s2)on1	1%	17%
24	COc1ccc(-c2nc(CSc3nncn4c3cc3oc(C)cc34)c(C)o2)cc1	9%	27%
25	CCOc1ccccc1N(C)C(=O)c1sc2nc3n(c(=O)c2c1C)CCCC3	9%	23%
26	CCc1cccc(C)c1NC(=O)CN1CCN(Cc2ccccc2Cl)S1(=O)=O	-3%	u
27	O=C(Nc1ccc2ccccc2c1)Nc1nnc(-c2ccc(O)cc2)s1	9%	u
28	CCN(CC)S(=O)(=O)c1ccc2c(c1)N(CC(=O)Nc1cccc(C)c1C)C(=O)C1CCCN21 (stereo not given)	3%	6%
29	COc1cc2c(cc1OC)C(c1cc(-c3cc(Cl)ccc3Cl)oc1C)=NCC2	u	u
30	O=C(NCc1ccccc1)c1cccn1-c1nnc(N2CCCCC2)s1	2%	3%
31	Cc1cccc(C(=O)NCC(c2ccco2)S(=O)(=O)c2cccs2)c1 (stereo not given)	-9%	8%
32	N#CN=c1snc(-c2ccccc2Cl)n1-c1ccc(F)cc1	13%	12%
33	O=C(CCc1ccccc1)Nc1cccc([S+](=O)([O-])Nc2ccccc2F)c1	-22%	-2%
34	c1ccc2nc3ccccc3cc2c1	5%	3%
35	Cc1ccc(-c2nnc3ccccc3c2C(=O)Nc2cccc(Cl)c2)cc1	14%	3%
36	COC(=O)c1ccc(Cn2c(SCc3ccc(F)cc3)nc3ccncc32)cc1	5%	11%
37	CCCS(=O)(=O)N1CC(=O)N(c2ccccc2C)C(C)(C(=O)NC2CCCC2)C1 (stereo not given)	-7%	8%
38	Oc1ccc(Br)cc1C1C=C(c2ccc3c(c2)OCO3)NC(c2ccc(Cl)cc2)N1 (stereo not given)	-21%	11%
39	O=C(C[N+]1(CCO)CCOCC1)c1cccc2ccccc12	u	u
40	CCOc1cc(C(=O)NCC(c2ccc(N(C)C)cc2)N2CCOCC2)cc(OCC)c1OCC (stereo not given)	11%	16%
41	Clc1ccc2nccnc2c1	u	-16%
42	CC(C)(C)OC(=O)N1CCC(c2c(C(=O)N3CCN(c4ccc(Cl)cc4)CC3)cnn2-c2ccc(F)cc2F)CC1	-18%	u
43	COCCCNC(=O)c1cnn(-c2ccccc2Cl)c1C1CCN(C(=O)OC(C)(C)C)CC1	-1%	-8%
44	Cc1cc(-c2ccc(S(=O)(=O)NCc3ccccc3Cl)s2)on1	-21%	-4%
45	CCOc1ccccc1NC(=O)Nc1nnc(N2CCCC(C)C2)s1 (stereo not given)	7%	6%
46	Cc1ccc(C)c(N2CCN(C(=O)c3cnn(-c4ccccc4Cl)c3C3CCN(C(=O)OC(C)(C)C)CC3)CC2)c1	u	u
47	O=C(Nc1ccc2c(c1)CCC2)Nc1nnc(-c2ccncc2)s1	u	u
48	COc1ccc(Cl)cc1NC(=O)c1cnc(N2CCCCC2)c2ccccc12	-11%	-23%
49	c1ccc2c(C(c3c[nH]c4ccccc34)c3c[nH]c4ccccc34)c[nH]c2c1	u	-30%
50	COc1ccc(OC)c(CNC(=O)c2c3c(nc4ccccc24)C(=O)N(C2CCCCC2)C3)c1	6%	6%
51	CN(C)c1ccc2ccc3cccc4ccc1c2c34	9%	6%
52	Cc1ccc(C)c(N2CCN(C(=O)c3cnn(C(C)(C)C)c3C3CCN(C(=O)OC(C)(C)C)CC3)CC2)c1	-22%	0%
53	Cc1ccc2oc(-c3ccc(NC(=O)COc4ccccc4)cc3O)nc2c1	u	0%
54	CN(C)c1ccc(/C=C2\CCc3ccccc32)cc1	u	u
55	Cn1c(=O)c2c(-c3ccc(Cl)cc3)n(Cc3ccc(Cl)cc3)cc2n(C)c1=O	-1%	-29%
56	COc1nc(C#N)nc(N2CCCC2)n1	0%	13%
57	COc1cc(OC)c(NC(=O)N2CCSc3ccccc32)cc1Cl	-2%	-13%
58	COC(=O)c1ccc(C(=O)OC)c(NC(=O)N2CC3CCCN3c3ccccc32)c1 (stereo not given)	11%	3%
59	O=C(Nc1nccs1)[C@@H]1CC=C[C@@H]2CCN(C3CC3)C(=O)[C@@H]21	-7%	-20%
60	CCOc1ccc2nc(N3CCCC(C(=O)NCCc4ccc(SC)cc4)C3)sc2c1 (stereo not given)	6%	3%
61	COc1cccc(C(=O)Nc2ccc(-n3nncc3-c3ccccc3)cc2)c1OC	-1%	-11%
62	CCCN(Cc1cccs1)C(=O)Nc1cc(C)ccc1OC	5%	-2%
63	CC(=O)c1cccc(NS(=O)(=O)c2c(C)nc3sc(C)cn3c2=O)c1	u	4%
64	Cc1ccc(NC(=O)CCCn2nc(C)c3c(C)n(-c4ccccc4)nc3c2=O)cc1Cl	0%	10%
65	CCCCNC(=O)C1CCN(c2nc3ccc(C)cc3[nH]2)CC1	-4%	3%
66	CCCN(C(=O)Cc1nc(-c2ccc(OC)cc2)no1)c1ccccc1C	5%	-22%
67	COc1ccc(-c2cnnn2-c2ccc(NC(=O)c3ccccc3OC)cc2)cc1	u	-12%
68	CN(C)c1ccc(CNC(=O)Cn2c(=O)oc3cc(S(=O)(=O)NCc4ccccc4)ccc32)cc1	u	-1%
69	CC(C(=O)NCc1ccccc1)N1Cc2ccccc2C1=O (stereo not given)	2%	1%
70	CN(C)c1ccc(C(CNC(=O)c2ccccc2Cl)N2CCc3ccccc32)cc1 (stereo not given)	11%	1%

Quoted from above: nos. 65–67
entry	structure	KB-3-1 tox	KB-V1 cytotox
65	CCCCNC(=O)C1CCN(c2nc3ccc(C)cc3[nH]2)CC1	-4%	3%
66	CCCN(C(=O)Cc1nc(-c2ccc(OC)cc2)no1)c1ccccc1C	5%	-22%
67	COc1ccc(-c2cnnn2-c2ccc(NC(=O)c3ccccc3OC)cc2)cc1	u	-12%

The main list resumes, starting three compounds before the break.
entry	structure	KB-3-1 tox	KB-V1 cytotox
68	CN(C)c1ccc(CNC(=O)Cn2c(=O)oc3cc(S(=O)(=O)NCc4ccccc4)ccc32)cc1	u	-1%
69	CC(C(=O)NCc1ccccc1)N1Cc2ccccc2C1=O (stereo not given)	2%	1%
70	CN(C)c1ccc(C(CNC(=O)c2ccccc2Cl)N2CCc3ccccc32)cc1 (stereo not given)	11%	1%
71	CCCCOC(=O)c1ccc(Nc2nc3ccc(C(=O)c4ccccc4)cc3n3cnnc23)cc1	-14%	7%
72	CCN(Cc1ccccc1)C(=O)Nc1ccc2c(c1)N(C)C(=O)c1ccccc1S2	0%	3%
73	O=C(C[n+]1ccnc2ccccc21)c1ccc(Cl)cc1	17%	3%
74	Cc1cccc(-n2ncc(C(=O)N3CCOCC3)c2C2CCN(C(=O)OC(C)(C)C)CC2)c1	2%	23%
75	CCOc1cccc(C2C=C(c3ccc4c(c3)OCO4)NC(c3ccccc3F)N2)c1O (stereo not given)	10%	16%
76	NC(=O)C1CCN(c2ncc(-c3ccc4c(c3)OCCO4)s2)CC1	50%	2%
77	OC[C@@H]1O[C@H](n2cnc3c(SCc4ccccc4)ncnc32)[C@H](O)[C@H]1O	u	0%
78	C(=C\c1c[nH]c2ccccc12)/c1cc[n+](C2CCCCC2)cc1	0%	-4%
79	Nc1ccc(-c2cc3ccccc3[nH]2)cc1	u	0%
80	Cc1ccc(C2CCN(C(=O)c3cnn(-c4cccc(Cl)c4)c3C3CCN(C(=O)OC(C)(C)C)CC3)C2)cc1 (stereo not given)	u	u
81	Cc1ccc(Cl)cc1N1CCN(C(=O)c2sc3nc4n(c(=O)c3c2C)CCC4)CC1	12%	3%
82	Cc1cccc(OCC(=O)NCc2ccc3c(c2)CCN3C(=O)c2ccccc2)c1	0%	5%
83	CC(C)(C)OC(=O)N1CCC(c2c(C(=O)N3CCN(C(=O)c4ccco4)CC3)cnn2-c2ccccc2Cl)CC1	13%	15%
84	CCc1ccc(S(=O)(=O)c2cn(CC)c3cc(N4CCCCC4)c(F)cc3c2=O)cc1	-4%	2%
85	CCc1ccccc1NC(=O)c1sc2nc3n(c(=O)c2c1C)CCC3	3%	4%
86	CCCN(CCC)CCNC(=O)c1sc2nc3n(c(=O)c2c1C)CCCCC3	11%	-5%
87	C=C1C=C(C(F)F)n2ncc(C(=O)NCc3ccc(OC)c(OC)c3)c2N1	-3%	-1%
88	Cc1ccc(C)c(NC(=O)Cn2cc(S(=O)(=O)Cc3cccc(Cl)c3)c3ccccc32)c1	-3%	-10%
89	CCn1cc(S(=O)(=O)c2ccccc2)c(=O)c2cc(F)c(N3CCN(c4ccccc4)CC3)cc21	7%	17%
90	Cc1ccc(-c2noc(-c3ccccc3NC(=O)c3ccccc3)n2)cc1	-2%	11%

A few values from the entries so far.
cpd 76 in KB-V1 cytotox has 2%
cpd 15 in KB-V1 cytotox has -19%
cpd 43 in KB-3-1 tox has -1%
cpd 60 in KB-V1 cytotox has 3%
cpd 3 in KB-3-1 tox has -2%&11%

New compounds follow
entry	structure	KB-3-1 tox	KB-V1 cytotox
91	CCC(C)NC(=O)c1ccc2nc(-c3ccco3)c(-c3ccco3)nc2c1 (stereo not given)	23%	0%
92	CCCS(=O)(=O)N1CC(=O)N(c2ccc(C)cc2C)C(C)(C(=O)NC2CCCCCC2)C1 (stereo not given)	19%	4%
93	CCc1ccc(NC(=O)CSC2=Nc3ccccc3C3=NC(CCC(=O)NCc4cccs4)C(=O)N23)cc1 (stereo not given)	-15%	-2%
94	CCCCc1c(C)[nH]c2c(OC)cccc2c1=S	-6%	-12%
95	CN(C)c1cc2c3ccccc3ccc2c2ccccc12	29%	8%
96	Cc1ccc(-c2csc3ncnc(Sc4nnnn4C4CC4)c23)cc1	u	-9%
97	COc1ccc(CCNC(=O)C2CCC(CNS(=O)(=O)c3ccc(C)cc3)CC2)cc1OC (stereo not given)	1%	-1%
98	CCOC(=O)c1cc(-c2ccccc2)n(CCCC(=O)Nc2cc(C)ccc2OC)c1C	3%	-6%
99	O=C(C[n+]1cccc2cccc(O)c21)c1ccc(Br)cc1	6%	4%
100	Clc1ccc(Cn2cc3c(n2)-c2cc4ccccc4n2C3)cc1	41%	6%
101	CCOC(=O)C1CCCN(S(=O)(=O)c2ccc3[nH]c(=O)oc3c2)C1 (stereo not given)	-20%	-1%

Screening data: PubChem BioAssay, National Center for Advancing Translational Sciences (NCATS)

The list is partial, so the mix of outcomes need not match the whole.
